Screens (PubChem)
ELG1 repair inh – qHTS screen for small molecules that inhibit ELG1-dependent DNA repair in human embryonic kidney (HEK293T) cells expressing luciferase-tagged ELG1; Potency, µM (doses to about 46.1 µM), for inactives: at the top dose activity change, negative = inhibition, hits mostly inhibitors; HEK293T ELG1-luciferase reporter, luminescence, 16 h; DNA damage induced by 5-fluorouridine; AID 504467, 2011; 330,000 compounds, 2.3% hits; note: potency is the fitted concentration of half-maximal effect; % is set by controls: 0 for no effect and ±100 for the full control effect; nearly all actives have a fitted effect of over 55% in size
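Step one: seed 2,000 cells per well. Step two: pin-transfer compound or DMSO alongside 5-fluorouridine. Step three: incubate 16 hr, 37 °C, 5% CO2. Step four: add ONE-Glo, wait 30 min, read luminescence.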
VP16 counter – VP16 counterscreen qHTS for inhibitors of ROR gamma transcriptional activity; Drosophila S2 Gal4-VP16 UAS-luciferase, luminescence, 20 h; Potency, µM (doses to about 53.6 µM), for inactives: at the top dose activity, negative = inhibition, most hits filed as inhibitors; 310,000 compounds, 3.5% hits; AID 2546, 2010;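 note: Gal4-VP16 expression switched on by copper sulfate through the metallothionein promoter; potency is the fitted concentration of half-maximal effect; % is set by controls: 0 for no effect and ±100 for the full control effect; nearly all actives have a fitted effect of over 50% in size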
NPC1 prom act – qHTS Assay for NPC1 Promoter Activators; 320,000 compounds, 2.4% hits; Potency, µM (doses to about 9.22 µM), without a hit: at the top dose activation, most hits filed as activators; Huh7 NPC1 promoter luciferase reporter, 24 h;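 note: potency is the fitted concentration of half-maximal effect; % of control where 0% means no effect; nearly all actives have a fitted effect of over 60% in size; reporter is driven by a mutant NPC1 promoter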
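Compounds in DMSO were transferred onto Huh7 NPC1-luciferase reporter cells pre-incubated 2 h; after 24 h at 37 °C, Amplite reagent was dispensed and luminescence recorded 10 min later.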
TRPV1 ag – HTS Assay for Compounds that Act as Agonists of the Vanilloid Receptor 1; TRPV1-expressing cells, Fluo-8 calcium influx, agonist mode; activation, % at 8.33 µM; 320,000 compounds, 0.19% hits; AID 540275, 2011; Transient receptor potential cation channel subfamily V member 1 (Homo sapiens), Q8NER1; in the data active = activation above about 80%; inconclusive = between about 30% and that limit; note: 0% is about no effect
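TRPV1-expressing cells were cultured overnight at 35.5C and loaded with Fluo-8 calcium dye for 40 to 90 min at room temperature. After a 10 s baseline, compound was added and calcium influx was read kinetically for 3 min (ex 480/em 520 nm).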
FLuc counter – qHTS profiling assay for firefly luciferase inhibitor/activator using purifed enzyme and Km concentrations of substrates (counterscreen for miR-21 project). purified FLuc, Km substrates, luminescence inhibition. Potency, µM (series often up to 57.5 µM), inactives show at the top dose activity change, negative = inhibition, actives largely listed as inhibitors. 360,000 compounds, 6.9% hits;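 note: potency is the fitted concentration of half-maximal effect; plate controls were vehicle for no effect and reference inhibitor for full effect; nearly all actives have a fitted effect of over 55% in size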
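Purified P. pyralis luciferase, 10 nM final, with Km-level 10 uM D-luciferin and 10 uM ATP in 50 mM Tris acetate pH 7.5, 10 mM Mg acetate, 0.01% Tween-20, 0.05% BSA; 6-point qHTS titration about 60 µM downward; luminescence read.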
Rab9 prom act – qHTS Assay for Rab9 Promoter Activators. 320,000 compounds, 2.8% hits. Potency, µM (titrated, usually from 9.22 µM), for inactives: top-dose activation, negative = inhibition, most hits filed as activators. Huh7 Rab9 promoter-luciferase reporter, luminescence, 24 h; note: potency is the fitted concentration of half-maximal effect; % of control where 0% means no effect; nearly all actives have a fitted effect of over 60% in size
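Luciferase signal after 10 min detection reagent at ambient indicates Rab9 promoter upregulation; stably transfected Huh7 cells were treated 24 h with compound in DMSO at 37 °C, 5% CO2.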
ELG1 genotox – qHTS screen for small molecules that induce genotoxicity in human embryonic kidney (HEK293T) cells expressing luciferase-tagged ELG1 | HEK293T ELG1-luciferase reporter, luminescence, 16 h | 330,000 compounds, 1.3% hits | Potency, µM (highest dose often 46 µM), without a hit: at the highest dose activity change, positive = activation, actives largely listed as activators; note: potency is the fitted concentration of half-maximal effect; % of control where 0% means no effect; nearly all actives have a fitted effect of over 60% in size
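HEK293T cells expressing luciferase-tagged ELG1 were treated with compound or DMSO for 16 hr at 37°C. Luciferase activity was then read after 30 min with ONE-Glo at room temperature; rising signal flags genetic stress.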
p53 reactivator – qHTS assay for re-activators of p53 using a Luc reporter; H1299 p53-A138V BP100-luciferase reporter, luminescence, 24 h; Potency, µM (highest dose often 92.2 µM), for the others: at the highest dose activity change, positive = activation, most hits filed as activators; 320,000 compounds, 0.063% hits; AID 504706, 2011; note: potency is the fitted concentration of half-maximal effect; % of control where 0% means no effect; nearly all actives have a fitted effect of over 45% in size
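H1299 (p53-null), stable ts p53-A138V + BP100-Luc; 1000 cells/well, Opti-MEM/10% FBS; cpd 4 pt, 1:5; 24 h, 37 deg C, 5% CO2; detection reagent 10 min RT; luminescence.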
RORg inh – qHTS for inhibitors of ROR gamma transcriptional activity; Nuclear receptor ROR-gamma (Mus musculus), P51450; Drosophila S2 Gal4-RORgamma UAS-luciferase reporter, 20 h; Potency, µM (top dose mostly 53.6 µM), for the others: at the highest dose activity change, negative = inhibition, actives largely listed as inhibitors; 310,000 compounds, 5.4% hits; AID 2551, 2010; note: potency is the fitted concentration of half-maximal effect; % is set by controls: 0 for no effect and ±100 for the full control effect; nearly all actives have a fitted effect of over 60% in size
Target sequence (P51450 whole entry, looked up, the tested form may be a part): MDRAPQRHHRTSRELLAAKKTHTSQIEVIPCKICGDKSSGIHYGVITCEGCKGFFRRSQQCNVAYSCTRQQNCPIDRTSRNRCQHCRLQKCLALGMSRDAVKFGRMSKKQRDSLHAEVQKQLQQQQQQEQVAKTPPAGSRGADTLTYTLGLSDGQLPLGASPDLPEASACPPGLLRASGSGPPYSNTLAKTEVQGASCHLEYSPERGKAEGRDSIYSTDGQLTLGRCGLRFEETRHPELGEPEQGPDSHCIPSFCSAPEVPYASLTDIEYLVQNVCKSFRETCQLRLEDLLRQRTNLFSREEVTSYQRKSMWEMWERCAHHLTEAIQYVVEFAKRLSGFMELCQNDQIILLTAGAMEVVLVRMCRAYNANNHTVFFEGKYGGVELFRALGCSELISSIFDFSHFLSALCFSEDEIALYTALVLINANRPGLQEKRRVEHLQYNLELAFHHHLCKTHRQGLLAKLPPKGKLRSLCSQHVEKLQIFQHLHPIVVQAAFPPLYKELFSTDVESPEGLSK
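Compounds are pin-transferred onto Drosophila Schneider cells expressing a copper-inducible Gal4–ROR gamma transactivation domain fusion. After 1 hr, copper sulfate is added to 700 uM final; luciferase is read 20 hr later.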
Tb PFK block – qHTS Assay to Find Inhibitors of T. brucei phosphofructokinase | T. brucei PFK, ADP-Glo luminescence | Potency, µM (titrated, usually from 57.5 µM), for the others: at the top dose activity, negative = inhibition, usual class: inhibitors | 330,000 compounds, 0.17% hits | ATP-dependent 6-phosphofructokinase (Trypanosoma brucei brucei), O15648;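 note: potency is the fitted concentration of half-maximal effect; 0% = uninhibited 1x PFK enzyme wells and -100% = no-enzyme wells; nearly all actives have a fitted effect of over 60% in size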
Target sequence (O15648 whole entry, looked up): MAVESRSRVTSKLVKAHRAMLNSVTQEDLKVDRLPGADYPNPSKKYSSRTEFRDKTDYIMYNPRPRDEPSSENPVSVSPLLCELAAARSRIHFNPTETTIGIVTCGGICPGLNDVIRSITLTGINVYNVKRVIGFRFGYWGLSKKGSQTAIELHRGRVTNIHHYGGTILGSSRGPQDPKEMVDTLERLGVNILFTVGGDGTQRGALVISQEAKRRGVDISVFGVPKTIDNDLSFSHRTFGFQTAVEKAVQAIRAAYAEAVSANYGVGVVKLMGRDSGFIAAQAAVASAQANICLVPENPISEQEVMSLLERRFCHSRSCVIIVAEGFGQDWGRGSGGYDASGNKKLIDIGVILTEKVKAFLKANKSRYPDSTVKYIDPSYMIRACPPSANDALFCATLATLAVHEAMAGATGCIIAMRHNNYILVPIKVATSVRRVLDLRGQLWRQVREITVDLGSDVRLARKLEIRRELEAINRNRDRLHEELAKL
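Compounds were pin-transferred as a titration series up to 57 uM into substrate buffer (0.5 mM F6P, 0.1 mM ATP, pH 8.0), then 1.25 nM PFK was added and reactions ran 45 min before ADP-Glo detection.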
BRCA1 expr up – qHTS Assay to Identify Small Molecule Activators of BRCA1 Expression | MCF7-BRCA1-FFLuc reporter, luminescence, 48 h; response scale: scaled: vehicle 0%, 10 µM genistein 100% | Potency, µM (doses to about 46.1 µM), for inactives: at the highest dose activation, usual class: activators | 380,000 compounds, 1.1% hits; note: potency is the fitted concentration of half-maximal effect; nearly all actives have a fitted effect of over 80% in size; some results filed as inactive show a strong effect at the top dose
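MCF7-BRCA1-FFLuc, 2000 cells/well; 2 h attach, 37 °C/5% CO2; compound 48 h; luciferase substrate 15 min; luminescence end-point. Norm. to genistein 10 microM max activation and DMSO; concentration-response curves fitted.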
* hit, by the source's call; ? = inconclusive; / = not tested or not shown; & = joins results of further samples; [ ] = dose if it differs, or a comment. Unless noted, calls come from the whole dose curve; as a rule, active = well fitted curve in the direction sought with a large enough effect; inconclusive = small, poorly fitted or top-dose-only effect, or another doubt; inactive = no such curve, though single readings can be large; an effect the other way counts as inactive or inconclusive.

Below each compound: ELG1 repair inh | VP16 counter | NPC1 prom act | TRPV1 ag | FLuc counter | Rab9 prom act | ELG1 genotox | p53 reactivator | RORg inh | Tb PFK block | BRCA1 expr up
(1) Cc1c(Cl)cccc1NC(=O)Cn1c(CCC(=O)O)ccc1-c1ccc(Cl)cc1
→ -12% | -8% | 0% | -2 | 7% | -2% | -6% | / | 40%[1.91 µM] | 1% | -17%
(2) CC(=O)NS(=O)(=O)c1ccc(NS(=O)(=O)c2ccc(F)cc2)cc1
→ -8% | -4% | 6% | -1 | 0% | 0% | -1% | 0% | 11% | -5% | 0%
(3) CCOc1ccccc1-n1c(SCC(=O)N2CCCc3ccccc32)nnc1-c1cccnc1
→ -2% | 1% | 1% | 1 | -1% | 3% | -6% | -6% | 2%[10 µM] | 3% | -10%
(4) Cc1cccc(NC(=S)NNC(=O)CCn2nc(C)c([N+](=O)[O-])c2C)c1
→ 17% | 0% | -2% | 3 | -3% | -4% | 1% | -8% | 1.8µM* | 2% | 2%
(5) CCOC(=O)c1cccc(Nc2ncnc3ccccc23)c1
→ -19% | 15% | 0% | ? | ? | 20% | 0% | 1% | ? | 1% | 8%
(6) Cc1noc(NS(=O)(=O)c2ccc(N/C=C\C(=O)c3cccc4ccccc34)cc2)c1C
→ ? | 10% | 2% | -2 | 13µM* | 11% | 10% | -1% | 29% | 3% | 49%
(7) NC(=S)N/N=C/c1ncc(C(F)(F)F)cc1Cl
→ ? | 0.5µM* | -39%[inhibitor] | -2 | 5% | -48%[inhibitor] | ? | 5% | 0.63µM* | 0% | 0%
(8) Cc1ccc(S(=O)(=O)NCCC(=O)Nc2nccs2)cc1
→ 0% | 1% | 0% | -3 | 3% | 1% | -8% | 4% | 40% | 1% | 3%
(9) CC1(C)Cc2c(sc3c2C(=O)N(c2ccccc2)C2=NCCN23)CS1
→ 15% | 0% | 0% | -3 | -5% | -5% | -1% | -5% | -11% | -2% | 1%
(10) O=c1[nH]c(-c2ccccn2)cc2ccccc12
→ ? | ? | ? | -1 | 17µM* | ? | ? | ? | 5µM* | 1% | 41%
(11) COC(=O)c1c(NC(=O)CN2CCN(c3ccccc3OC)CC2)c2cc(C)ccc2n1C
→ ? | -2% | -4% | / | 5% | 4% | 0% | -4% | 1% | 2% | -16%
(12) Cc1ccc(NC(=S)NC(=O)C2CCCC2)cc1C
→ ? | 4.5µM* | 3.2µM* | 28 | 11µM* | 2.5µM* | ? | ? | 3.5µM* | -2% | ?
(13) Cc1ccc(CN2CCN(Cc3c(C)nn(-c4ccc(F)cc4)c3C)CC2CCO)o1 (centres undefined)
→ 4% | 5% | -3% | 2 | -3% | 7% | -4% | 4% | 15% | 5% | -25%
(14) CC(=O)N1CCc2cc(S(=O)(=O)Nc3cccc(C(F)(F)F)c3)ccc21
→ ? | 5µM* | -2% | -2 | -1% | 1% | -11% | 5% | ? | 4% | -44%
(15) Cc1cc(S(=O)(=O)NC2CC(C)(C)NC(C)(C)C2)c(Cl)cc1Cl
→ ? | -13% | -1% | -1 | 7% | -1% | 0% | / | -16% | 0% | -14%
(16) COc1ccc(S(=O)(=O)N2CCOCC2)cc1C(=O)N1CCCCC1
→ ? | 3% | 1% | 1 | 2% | 0% | 0% | -1% | -22% | 0% | -12%
(17) CN(C)c1cccc(C(=O)OC(C(=O)Nc2ccc(Cl)cc2C(F)(F)F)c2ccccc2)c1 (centres undefined)
→ 12% | -9% | -2% | 0 | 2% | 0% | 0% | 4% | 5% | -1% | -28%
(18) CC(Oc1ccc2c3c(c(=O)oc2c1)CCC3)C(=O)NCC1CCC(C(=O)O)CC1 (centres undefined)
→ ? | 5% | -4% | -3 | -3% | -1% | 9% | 15% | -1% | 2% | 21%
(19) Cc1ccc(/C(O)=C2\C(=O)C(=O)N(Cc3cccnc3)C2c2ccccc2[N+](=O)[O-])cc1 (centres undefined)
→ ? | -16% | 18% | 8 | ? | 12% | 3% | ? | -20% | -5% | 26%
(20) Cc1ccc(C)c(SCC(=O)N(C)C2CCS(=O)(=O)C2)c1 (centres undefined)
→ 6% | / | / | / | / | / | 3% | -1% | / | -1% | -11%
(21) CCC1Nc2ncnc(N3CCN(c4ccccn4)CC3)c2N(Cc2ccc(Cl)cc2)C1=O (centres undefined)
→ ? | / | -3% | ? | 4% | -4% | 0% | -11% | / | 5% | -31%
(22) NC(=O)c1ccc[n+](CC(=O)c2ccc(Br)cc2)c1
→ 11% | 10% | 7% | -4 | 1% | 13% | -1% | -3% | 5% | 4% | 2%
(23) O=C(COc1ccc(/C=N/NS(=O)(=O)c2ccccc2)cc1)Nc1cccc(Cl)c1
→ -13% | -15% | -4% | 0 | -15% | 5% | -8% | ? | ? | -8% | -3%
(24) O=C1c2ccccc2CC1(Cc1ccccc1)Cc1ccccc1
→ -17% | 1% | -2% | ? | 1% | -4% | -9% | -9% | 35% | 3% | -31%
(25) Cc1cnc(C)c(N2CCC(C(=O)NCc3ccco3)CC2)n1
→ -6% | 0% | -5% | 0 | -1% | -1% | 3% | -13% | 3%[10 µM] | -3% | -1%
(26) Cc1ccc(S(=O)(=O)N(CCC(=O)NCc2ccccc2F)c2ccccc2)cc1
→ ? | / | -2% | ? | 9% | -3% | 1% | 2% | / | 0% | -27%
(27) CCN(CC)C(=O)C(=O)Nc1cccc(Br)c1
→ ? | -20% | 25% | 7 | -18% | ? | ? | 1% | 30% | -5% | ?
(28) CC(C)=CCN1CCN(Cc2coc3ccc(C)cc3c2=O)CC1CCO (centres undefined)
→ 2% | -4% | -4% | 1 | 5% | 0% | 0% | / | -32% | 9% | -13%
(29) CCOC(=O)Cn1c(C)cc(=O)c2cccc(C)c21
→ 6% | -2% | -3% | -2 | -9% | 5% | 0% | -1% | 7% | 6% | 0%
(30) C#CCOCCOCCOCCNc1nc(N2CCOCC2)nc(N2CCN(C(=O)CCCCCCCCCCNC(=O)[C@H]([C@@H](C)CC)n3cc(CCCCN=C(N)N)nn3)CC2)n1
→ ? | / | 10% | 2 | -2% | 2% | 1% | 2% | / | -19% | -5%

Rab9 prom act: what is marked active above.
# | SMILES | NPC1 prom act | TRPV1 ag | Rab9 prom act | p53 reactivator | RORg inh | Tb PFK block | BRCA1 expr up
12 | Cc1ccc(NC(=S)NC(=O)C2CCCC2)cc1C | 3.2µM* | 28 | 2.5µM* | ? | 3.5µM* | -2% | ?

Remaining list, next part:
Below each compound: ELG1 repair inh | VP16 counter | NPC1 prom act | TRPV1 ag | FLuc counter | Rab9 prom act | ELG1 genotox | p53 reactivator | RORg inh | Tb PFK block | BRCA1 expr up
(31) O=C(/C=C/c1ccc(Cl)c(Cl)c1)NCCCn1ccnc1
→ 6% | 10% | -4% | ? | ? | 0% | 17% | -11% | 19% | 2% | 9%
(32) C=C1c2cc(C)ccc2NC(=O)N1c1ccccc1
→ -6% | 1% | 0% | -1 | -2% | -5% | 0% | 2% | -21% | 0% | -4%
(33) CCOc1ccc(CCNC(=O)CN2C(=O)NC3(CCCCC3)C2=O)cc1OCC
→ -5% | / | 1% | 0 | 8% | 0% | -1% | -3% | / | 1% | -9%
(34) COC(=O)c1ccccc1NC(=O)CSc1n[nH]c(CC(C)C)n1
→ 10% | 1% | 10% | 4 | 0%&-2% | 1% | -4% | 5% | 25% | 0% | -12%
(35) N#Cc1c(NC(=O)COC(=O)c2ccc(F)cc2)sc2c1CCC2
→ 0% | -29% | -4% | -2 | 0% | -4% | 1% | 8% | -22% | 2% | 2%

Ordered by value in Tb PFK block (falling): three from the list above
no.	SMILES	Tb PFK block
31	O=C(/C=C/c1ccc(Cl)c(Cl)c1)NCCCn1ccnc1	2%
33	CCOc1ccc(CCNC(=O)CN2C(=O)NC3(CCCCC3)C2=O)cc1OCC	1%
32	C=C1c2cc(C)ccc2NC(=O)N1c1ccccc1	0%
